Kir21 block – Kir2.1 (mouse) channel inhibition. HEK293-Kir2.1, FluxOR thallium flux fluorescence; hits give low values. AID 1672. B-score at 10 µM. hit rate 0.85% among 310,000;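 active = fluorescence ratio B-score at or below minus 3 SD of library scores, with starting-brightness B-score within 2 SD, cut at about -4.2 in these data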;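 also: channel flux triggered by added potassium and thallium sulfate stimulus; B-score of peak minus minimum fluorescence over baseline after thallium stimulus; more negative B-score means stronger Kir2.1 block with less thallium influx; some compounds called inactive have numbers as strong as hits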
Target sequence (P35561 whole entry, looked up): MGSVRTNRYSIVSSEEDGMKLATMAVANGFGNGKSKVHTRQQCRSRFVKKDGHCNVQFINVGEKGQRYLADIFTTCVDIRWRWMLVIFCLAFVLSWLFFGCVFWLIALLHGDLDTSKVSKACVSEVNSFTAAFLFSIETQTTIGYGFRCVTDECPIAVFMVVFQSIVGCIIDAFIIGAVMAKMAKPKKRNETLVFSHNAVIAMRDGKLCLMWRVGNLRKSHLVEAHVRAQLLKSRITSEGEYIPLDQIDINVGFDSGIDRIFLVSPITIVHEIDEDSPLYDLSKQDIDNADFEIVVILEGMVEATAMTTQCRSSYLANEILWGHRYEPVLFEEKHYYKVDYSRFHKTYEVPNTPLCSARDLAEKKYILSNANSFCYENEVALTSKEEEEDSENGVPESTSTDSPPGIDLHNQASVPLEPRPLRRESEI
CHT block – human CHT choline transport inhibition | Q9GZV3 | CHT-expressing cells, membrane potential dye, choline response; hits give low values | B-score at 10 µM | hit rate 0.86% among 310,000 | AID 488975;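 active = B-score over 3 SD under the library average, and starting fluorescence ratio not unusually high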;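 also: choline stimulus applied at its EC90 after an EC20 pre-addition; B-score computed on integrated fluorescence ratio after choline addition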
Target sequence (Q9GZV3 whole entry, looked up): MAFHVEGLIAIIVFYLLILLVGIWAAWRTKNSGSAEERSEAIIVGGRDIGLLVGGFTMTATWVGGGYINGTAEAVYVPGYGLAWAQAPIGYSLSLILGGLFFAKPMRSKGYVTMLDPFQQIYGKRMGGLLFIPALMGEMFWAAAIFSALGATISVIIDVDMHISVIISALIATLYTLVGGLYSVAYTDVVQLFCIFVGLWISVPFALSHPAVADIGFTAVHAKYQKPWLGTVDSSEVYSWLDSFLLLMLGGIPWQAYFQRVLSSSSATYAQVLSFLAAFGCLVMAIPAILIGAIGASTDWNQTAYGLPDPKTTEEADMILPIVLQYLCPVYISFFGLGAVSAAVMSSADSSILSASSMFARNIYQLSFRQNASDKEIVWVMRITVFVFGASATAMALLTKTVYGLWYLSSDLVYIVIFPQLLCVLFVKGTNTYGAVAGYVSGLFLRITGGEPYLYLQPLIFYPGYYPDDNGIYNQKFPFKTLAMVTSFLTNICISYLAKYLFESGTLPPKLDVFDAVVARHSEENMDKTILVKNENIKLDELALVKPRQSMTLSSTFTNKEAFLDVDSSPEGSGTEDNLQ
An asterisk follows results filed as active; i = inactive; nt = no result given; & = joins results of further samples. Rows were taken by chance. About 1.6% of those tested had a hit in this group.

SMILES,Kir21 block,CHT block
CCn1cc(C(=O)NCc2cccs2)c(=O)c2cc(S(=O)(=O)N3CCOCC3)ccc21,-0.92,i
O=C(c1ccco1)N1CCN(C(=O)c2ccc(CS(=O)c3cccc(Cl)c3)o2)CC1 (stereo not given),1.1,i
Cc1ccc(NCCC(=O)c2cccc([N+](=O)[O-])c2)cc1,0.7,i
N#CC1(NC(=O)COC(=O)c2nccnc2N)CCCCC1,-1.2,i
O=C(CNC(=O)OCc1ccccc1)NC1CCCCCC1,-3,i
C=CCNC(=O)CN1CCC(O)(c2ccccc2)CC1,1.4,i
Cc1ccc(C)c(OCCn2cc(/C=C(/C#N)C(=O)NCC3CCCO3)c3ccccc32)c1 (stereo not given),-0.15,i
N#CCc1c(C#N)c(N)nc(N2CCN(C=O)CC2)c1C#N,1.1,i
O=C(CNC(=O)c1ccc(F)cc1)c1ccccc1,-0.8,i
Cn1c(CO)cnc1S(=O)(=O)Cc1c(Cl)cccc1Cl,0,i
COC(=O)C(C)Oc1ccc(-c2nccc(-c3ccccn3)n2)cc1 (stereo not given),0.62,i
COc1ccccc1CNC(=O)C(=O)NCCC1CCCCN1S(=O)(=O)c1ccc(C)cc1 (stereo not given),-0.41,i
Cc1cc(NC(=O)c2ccccc2F)n(-c2nc3ccccc3[nH]2)n1,0,i
O=C(CCN1C(=O)C2C3CCC(C3)C2C1=O)Nc1ccc(F)cc1 (stereo not given),2.8,nt
C#CC[N+](CC)(CC)CC#Cc1cccc(Cl)c1,0.28,i
CCN(CC)CCCNc1nc(N)c([N+](=O)[O-])c(NCCO)n1,0.01,i
Cc1ccc(-c2nc(CS(=O)CC(=O)N3CCN(c4ccc(F)cc4)CC3)c(C)o2)cc1 (stereo not given),1.7,i
CSc1nc(N)c(C(=O)NC2CCCCC2)s1,0.64,i
O=C(N=Nc1c(O)[nH]c2ccc(Br)cc12)c1cc(-c2cccs2)nc2ccccc12,-0.09,nt
Clc1cccc(Oc2cnc3ccccc3n2)c1,2.2,i

Rewritten with two lines to a compound: two of the compounds above.
Second line of a record – Kir21 block, CHT block
O=C(CNC(=O)c1ccc(F)cc1)c1ccccc1
 : -0.8, i
Cc1ccc(-c2nc(CS(=O)CC(=O)N3CCN(c4ccc(F)cc4)CC3)c(C)o2)cc1 (stereo not given)
 : 1.7, i

Remaining list, next part:
SMILES,Kir21 block,CHT block
CC(C)c1ccc(NC2=NCC(=O)N2Cc2cccs2)cc1,-0.13,i
CCc1nnc(N/N=C/c2ccccc2F)n1N,-0.9,i
O=C(NC1CCCC1)c1cnn2c(C(F)(F)F)cc(-c3ccc4c(c3)OCO4)nc12,-0.46,i
COc1cc(/C=C2/C(=N)N3N=C(C(C)C)SC3=NC2=O)ccc1OS(=O)(=O)c1ccccc1,0.01,i
O=C(N/N=C/c1ccc2nccnc2c1)c1ccncc1,-0.15,i
Cc1ccc(OCCC(=O)OCC(=O)Nc2ccc3c(c2)OCCO3)cc1,-0.18,i
CCOCc1nnc(NC(=O)c2cccs2)s1,0.49,i
COc1ccc(C(=O)Nc2cccc(NC(=O)c3cccs3)c2)cc1OC,-0.94,i
COc1ccc(-c2nc(C)c(C(C)=O)n2O)cc1OC,-0.77,i
O=C(NCC1CCCO1)c1ccc[nH]1 (stereo not given),-0.04,i
CCC(NC(=O)COc1cc2c(c3oc(=O)c(C)c(C)c13)CCC(C)(C)O2)C(=O)O (stereo not given),-1.7,i
O=C(COc1coc(CN2CCc3ccccc3C2)cc1=O)N1CCOCC1,-0.68,i
O=C(O)CN=C(NS(=O)(=O)c1ccccc1)c1ccccc1,1.1,i
CCCCNC(=O)c1onc(CSc2ccc(F)c(F)c2)c1C(=O)NCCCC,-0.13,i
Brc1cccc(-c2cnco2)c1,-1.1,i
COc1ccccc1CNC(=O)C1CCN(S(=O)(=O)c2cccc3cccnc23)CC1,0.71,i
COC(=O)C1Cc2c([nH]c3ccccc23)C(C(C)C)N1 (stereo not given),1.3,i
CCOc1ccc(-c2nc(CN3CCCCC3CCn3cccn3)c(C)o2)cc1 (stereo not given),-0.09,i
CCc1cccc(NC(=O)CN(C)S(=O)(=O)c2cccc3cccnc23)c1,0.99,i
S=C(Nc1ccccc1)N1CCc2ccccc21,1,i

Next part
SMILES,Kir21 block,CHT block
COc1ccc(CCCc2nnc(SCc3nc4ccccc4c(=O)[nH]3)n2C)cc1,-0.61,i
Cc1ccc(OCCNC(=O)c2cncc(Br)c2)cc1C,0.99,i
CSc1nc(-c2ccc(Cl)cc2Cl)[nH]c(=O)c1C#N,0.68,i
O=C(CC1C(=O)NCCN1CC1CCCCC1)NCc1ccc(F)cc1 (stereo not given),-0.73,i
CCN1CCN(Cc2c(O)ccc3c2O/C(=C\c2ccc(C)cc2)C3=O)CC1,-5.9,i
Nc1nnc(CCOc2ccc(Cl)cc2)s1,1.9,i
O=C(O)CCCC(=O)Nc1ccc(N=Nc2ccccc2)cc1,-1.2,i
CCn1c(C(C)NC(C)=O)nc2ccccc21 (stereo not given),0.93,i
Cc1ccnc(NC(=O)C2CCC(CNc3c(N4CCCC4)c(=O)c3=O)CC2)c1 (stereo not given),0.01,i
O=C(Cc1ccccc1Cl)Nc1ccc(S(=O)(=O)Nc2nccs2)cc1,-0.02,i
Cn1c(/C=C/c2ccc(Cl)cc2)c([N+](=O)[O-])c(=O)n(C)c1=O,0.76,i
COc1ccc2oc(C)c(C(N)=O)c2c1,1.7,i
CCOC(=O)c1sc2nc(C)nc(SCC(=O)NC(C)CCc3ccccc3)c2c1C (stereo not given),0.56,i
Cc1nc(C)n(CCNC(=O)c2ccco2)n1,0.69,i
O=C(CN1C(=O)C2CC=CCC2C1=O)Nc1nnc(SCc2ccc(F)cc2)s1 (stereo not given),0.22,i
Cc1cccc2c(=O)c(C(=O)NCc3cccs3)c[nH]c12,0.47,i
O=C(COC(=O)c1ccco1)Nc1nc2ccc([N+](=O)[O-])cc2s1,-0.61,i
COc1ccc(S(=O)(=O)N2CCC(C(=O)NCc3ccncc3)CC2)cc1C,-2.5,i
COc1ccc(N2CCN(C(=O)COC(=O)/C=C/c3ccc(C(F)(F)F)cc3)CC2)cc1,-0.67,i
O=C(Nc1nc(=O)n(C(=O)C2CC2)s1)c1ccccc1,-0.23,i

Carrying on.
SMILES,Kir21 block,CHT block
CCOCC(=O)Nc1cc(C)on1,-0.28,i
C=CCNC(=O)c1cc(-c2ccccc2O)on1,0.69,i
O=Cc1cc2ccccc2nc1SCc1ccc(Cl)cc1,0.58,i
CCCNC(=O)OCC12CC3CC(CC(C3)C1)C2,-0.46,i
CC(=O)Nc1ccc(S(=O)(=O)NNC(=O)COc2ccc(C)cc2)cc1,-0.67,i
CCN(CC)CCOc1ccc(/C(=C(/Cl)c2ccccc2)c2ccccc2)cc1,0.61&-0.67,i
O=[N+]([O-])c1ccc(S(=O)(=O)N2CCN=C2SCc2cccnc2)cc1,-1.2,i
CC(C)CCNC(=O)Cc1ccccc1[N+](=O)[O-],1.8,i
COc1cccc(Nc2nc(-c3sc(C)nc3C)cs2)c1,-1.1,i
Nc1cccc(C(=O)Nc2ccc(N)cc2Cl)c1,0.77,i
CCOc1ccccc1CNS(=O)(=O)c1ccc(-c2cnc(C3CC3)o2)cc1,-2.1,i
C#CCOCCOCCOCCNc1nc(N2CCN(C(=O)C(Cc3ccc(O)cc3)n3cc(C(N)CC(C)C)nn3)CC2)nc(N2CCN(C(=O)C(Cc3ccc(O)cc3)n3cc(C(N)C(C)CC)nn3)CC2)n1 (stereo not given),-1.4,i
CCOc1ccc(NC(=S)NN(C)C(=S)Nc2ccc(OCC)cc2)cc1,0.65,i
O=c1cc(NCc2ccccc2)[nH]c(=O)[nH]1,0.75,i
Cc1ccc(C(=O)C2=C(O)C(=O)N(c3ncccn3)C2c2ccc(F)cc2)o1 (stereo not given),1.1,i
Cc1ccc(C(NC(=O)c2ccccc2S(C)(=O)=O)c2ccccc2)cc1 (stereo not given),1.2,i
CCc1nnc(NS(=O)(=O)c2ccc(NC(=S)NC(=O)/C=C/c3ccc(C(C)C)cc3)cc2)s1,0.06,i
N#C/C(=C\c1ccccc1)C(=O)Nc1nncs1,1.1,i
Oc1ccc(-c2nnc(SCc3ccccc3)o2)cc1,0.58,i
COc1ccc(NS(=O)(=O)c2cccc(C(=O)OCC(=O)N3CCN(c4ccc(OC)cc4)CC3)c2)cc1,1.5,i

Continuation.
SMILES,Kir21 block,CHT block
O=c1cc(-c2ccccc2)nc(SCc2ccc(F)cc2)[nH]1,1.7,i
O=S(=O)(Nc1ccon1)c1ccc(F)c(F)c1,2.3,i
Cn1cc(S(=O)(=O)N2CCCC2)cc1C(=O)NCc1ccc(F)cc1,-0.23,i
CC(=O)C(CC(=O)N1CCCc2ccccc21)C(=O)Nc1ccc(F)cc1 (stereo not given),-0.16,i
CCOC(=O)c1cc2sc(C)cc2n1CC(=O)N1CCc2ccccc21,1.4,i
Cc1cccc(C(=O)Nc2c(C(=O)N3CCN(C)CC3)cnn2-c2ccccc2)c1,0.93,i
CC(Sc1nc2ncc(Cl)cc2[nH]1)C(=O)c1c(N)n(C)c(=O)n(C)c1=O (stereo not given),-0.18,i
CONC(=O)C1CCN(C(=O)OCc2ccccc2)CC1,1.2,i
COc1cc(/C=N/NC(=O)COc2ccc(C)cc2)ccc1OC(=O)c1cccs1,-2.9,i
OCC1(O)OC[C@@H](O)[C@H]1O (stereo not given in full),-1,i
CCCCOC(=O)CSc1nc2c(cc1C#N)C(=O)CC(C)(C)C2,-0.22,i
Cn1cccc1Cc1nnc(SCC(=O)Nc2ccc3c(c2)OCO3)n1-c1ccc(F)cc1,-2.7,i
O=C(Nc1ccc(C(=O)N2CCCC2)cc1)c1ccccc1[N+](=O)[O-],0.03,i
Cc1cc(=O)oc2cc(O[C@@H]3O[C@H](CO)[C@@H](O)[C@H](O)[C@H]3O)ccc12,0,i
Cc1ccccc1N=CC=C1OC(C)(C)C(C)(C)O1,0.39,i
O=C(NC1CC1)C1CC(=O)N(C2CCCCC2)C1 (stereo not given),-0.35,i
Cc1ccc(S(=O)(=O)/N=C(\N)Nc2nc(C)c3cc(C)c(C)cc3n2)cc1,2.5,i
Cc1cnc(NC(=O)CCNC(=O)c2ccccc2Cl)s1,-0.09,i
CCOC(=O)C1(CC2CCCCO2)CCN(C(=O)Nc2ccccc2SC)CC1 (stereo not given),-1.2,i
CCN(CC)c1ccc(CNC(=O)C/C(C)=N/NC(=O)COc2ccc(C)cc2Br)cc1,-0.73,i

Four of the compounds above, with the structure last.
Kir21 block	CHT block	molecule
0.93	i	Cc1cccc(C(=O)Nc2c(C(=O)N3CCN(C)CC3)cnn2-c2ccccc2)c1
-0.18	i	CC(Sc1nc2ncc(Cl)cc2[nH]1)C(=O)c1c(N)n(C)c(=O)n(C)c1=O (stereo not given)
1.2	i	CONC(=O)C1CCN(C(=O)OCc2ccccc2)CC1
-2.9	i	COc1cc(/C=N/NC(=O)COc2ccc(C)cc2)ccc1OC(=O)c1cccs1

Record cards, as listed above. Order of screens: Kir21 block	CHT block
O=c1cc(-c2ccccc2)nc(SCc2ccc(F)cc2)[nH]1 across the screens: 1.7	i
CCOC(=O)c1cc2sc(C)cc2n1CC(=O)N1CCc2ccccc21 across the screens: 1.4	i

(more compounds)
SMILES,Kir21 block,CHT block
Cc1occc1C(=O)NNC(=S)NCC(C)C,-0.48,i
Nc1ccc(C#Cc2ccc3c(=O)c4ccccc4oc3c2)cc1,2.4,i
O=C(NNC(=O)C1CCCN(c2ncccn2)C1)c1ccncc1 (stereo not given),1.4,i
COc1ccccc1/C=C/C(=O)NCc1ccccn1,1.1,i
CCn1c(SCC(=O)Nc2ncc(C(F)(F)F)cc2Cl)nnc1-c1cccc(C)c1,-2.2,i
CC(Cc1cccs1)NC(=O)c1cccc(Cl)c1 (stereo not given),1,i
CCOC(=O)c1sc(NC(=O)CSc2nccc(C)n2)c(C#N)c1C,0.69,i
O=C(O)C1Sc2[nH]c(=O)sc2C2c3cc(Cl)ccc3OC(=O)C12 (stereo not given),0.73,i
O=S(=O)(Nc1ncn[nH]1)c1ccc2ccccc2c1,1.1,i
COc1cc(CC(=O)Nc2ccccc2N2CCOCC2)cc(OC)c1OC,-0.71,i
O=C(NCCN1CCOCC1)c1nn2c(c1Cl)NC(c1ccccc1)CC2C(F)(F)F (stereo not given),2.1,i
COc1ccc(CNC(=O)C2CCC(CNc3c(N4CCCCC4)c(=O)c3=O)CC2)cc1 (stereo not given),-0.49,i
CCC(=O)Nc1ccc(-c2cc(-c3ccccc3)nc(-c3ccc(NC(=O)CC)cc3)n2)cc1,-0.69,i
COc1ccc(NC(=O)CSc2nc3sc(C)cc3c(=O)n2C)c(OC)c1,-0.55,i
COc1ccc(C2=NS(=O)(=O)N(C)C(C(=O)N3CCc4ccccc4C3)=C2)cc1OC,1.7,i
COc1ccc(N=C2S/C(=C\c3cc(C)n(C)c3C)C(=O)N2CC(C)C)cc1,-0.32,i
CSc1nnc(COc2ccc(C)cc2)n1N,-0.06,i
COC(=O)[C@@H]1CC[C@H](C)[C@@H](c2ccc(C)cc2)N1C(=O)c1ccc(/C=N/OC[C@@H](O)COCc2ccco2)cc1,-4.1e-16,nt
CCN(CC)CCCNC(=O)C1c2cc(OC)c(OC)cc2C(=O)N(C)C1c1cccs1 (stereo not given),0,i
Cc1cccc(CCNC(=O)CCS(=O)(=O)c2cc3c(cc2C)NC(=O)CO3)c1,-0.36,i
